Screens deposited in PubChem by National Center for Advancing Translational Sciences (NCATS).
AID inhibitor – inhibitors of human activation induced cytidine deaminase. 0.32% of 91,000 active. AID deamination FRET fluorescence, UDG-coupled, 4 h. Potency, µM (highest dose often 115 µM), for the others: at the top dose activity change, negative = inhibition, most hits filed as inhibitors. Q9GZX7; note: nearly all actives have a fitted effect of over 25% in size
Target sequence (Q9GZX7 whole entry, looked up): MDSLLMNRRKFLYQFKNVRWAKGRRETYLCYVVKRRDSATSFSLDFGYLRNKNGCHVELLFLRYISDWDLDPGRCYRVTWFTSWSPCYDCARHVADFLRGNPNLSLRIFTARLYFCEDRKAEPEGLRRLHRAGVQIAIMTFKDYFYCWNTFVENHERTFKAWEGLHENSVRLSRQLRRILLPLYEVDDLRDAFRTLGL
UDG counter – blocks uracil-DNA glycosylase in AID counter-screen. 0.14% of 91,000 active. Potency, µM (highest dose often 115 µM), inactives show top-dose activity change, negative = inhibition, actives largely listed as inhibitors. FRET deamination/UDG coupled assay, UDG read, 4 h; note: nearly all actives have a fitted effect of over 65% in size
Numbers without * were called inactive; ? = inconclusive; [ ] = dose if it differs, or a comment. Calls come from the whole dose curve; as a rule, active = well fitted curve in the direction sought with a large enough effect; inconclusive = small, poorly fitted or top-dose-only effect, or another doubt; inactive = no such curve, though single readings can be large; an effect the other way counts as inactive or inconclusive. % is set by controls: 0 for no effect and ±100 for the full control effect; potency is the fitted concentration of half-maximal effect. Only part of the results is shown. The share of hits here may be higher or lower than overall.

1	N#Cc1ccccc1OCC(=O)c1ccc(NC(=O)c2ccccc2)cc1
2	O=C(NCc1ccc(Cl)cc1)c1cc2ccccc2o1
3	COc1ccc(NC(=O)C2CCCN(S(=O)(=O)c3c(C)[nH]c(=O)[nH]c3=O)C2)cc1Cl (centres undefined)
4	Cc1c(Cl)cccc1NC(=O)CSc1nc(=O)n(Cc2ccco2)c2c1CCC2
5	CC(=O)SC(CC(=O)c1ccccc1)c1ccccc1 (centres undefined)
Compound | 1 | 2 | 3 | 4 | 5
AID inhibitor | -18% | 2% | 4% | ? | -15%
UDG counter | -12% | -13% | -2% | -13% | 2%

6	CCc1ccc(CNC(=O)c2ccc3nc(SCc4ccc(F)cc4)n(C)c3c2)cc1
7	Cc1ccc(C)c(NC(=O)c2nnn(CC(=O)Nc3cccc(C)c3C)c2N)c1
8	Cc1c(CC(=O)NCc2ccc(F)cc2)c(=O)oc2cc(O)c(Cl)cc12
9	Cc1nn(-c2ccc(Cl)nn2)c2c1C(c1ccc(OCC(N)=O)cc1)CC(=O)N2 (centres undefined)
10	Cc1ccccc1OCC(=O)Nc1ccc(-c2nc3ncccc3o2)cc1
Compound | 6 | 7 | 8 | 9 | 10
AID inhibitor | -22% | 16% | 9% | -4% | 3%
UDG counter | 9% | 5% | -1% | 11% | -3%

11	O=C(CCc1c[nH]c2ccccc12)Nc1ccc(F)c(Cl)c1
12	Cc1ccc(CN(C)CC(=O)Nc2ccc(C(F)(F)F)cc2)cc1
13	COc1ccc(NC(=O)Cn2c(=O)n(Cc3ccco3)c(=O)c3sc4ccccc4c32)cc1OC
14	Cc1ccc(NC(=O)Cn2ncc3c4ccccc4n(Cc4ccccc4)c3c2=O)cc1Cl
15	CC(C)CC(NC(=O)C1CC1)c1cccs1 (centres undefined)
Compound | 11 | 12 | 13 | 14 | 15
AID inhibitor | -11% | ? | 13% | -1% | 2%
UDG counter | -13% | -17% | 0% | -9%[57.5 µM] | 2%

Structures above that have an aryl methoxy group:
3	COc1ccc(NC(=O)C2CCCN(S(=O)(=O)c3c(C)[nH]c(=O)[nH]c3=O)C2)cc1Cl (centres undefined)
13	COc1ccc(NC(=O)Cn2c(=O)n(Cc3ccco3)c(=O)c3sc4ccccc4c32)cc1OC
Compound | 3 | 13
AID inhibitor | 4% | 13%
UDG counter | -2% | 0%

(continued)
16	Cc1ccc(NC(=O)Cn2c(=O)n(Cc3ccc4c(c3)OCO4)c(=O)c3ccccc32)c(C)c1
17	NC(Cc1ccc(F)cc1)C(=O)O (centres undefined)
18	Cc1ccc(N2CCN(c3nc4c(S(=O)(=O)c5ccc(C)c(C)c5)nnn4c4ccccc34)CC2)c(C)c1
19	CC(C)Sc1ccc2ccccc2n1
20	O=C1c2oc3ccccc3c(=O)c2C(c2cccc(Cl)c2)N1c1ccccn1 (centres undefined)
Compound | 16 | 17 | 18 | 19 | 20
AID inhibitor | 18% | 4% | 3% | 0% | 0%
UDG counter | -11% | 3% | ? | -9% | 0%

21	COc1cccc(OC)c1C(=O)Nc1nnc(C(F)(F)F)s1
22	CCOC(=O)c1[nH]c(C)c(C(=O)NCc2cccc(OC)c2)c1C
23	O=C(NCc1cccc(C(F)(F)F)c1)c1n[nH]c2c1CCCC2
24	CCOc1ccc(CCNc2ncnc3onc(C)c23)cc1OCC
25	Cc1cccc(C)c1OCCNC(=O)c1n[nH]c(=O)c2ccccc12
Compound | 21 | 22 | 23 | 24 | 25
AID inhibitor | -7% | 10% | -4% | -5% | -10%
UDG counter | -5% | 2% | 24% | -9% | 2%

26	COc1cc(Cl)c(NC(=O)CCc2nc3cccnc3n2-c2ccccc2)c(OC)c1
27	Cc1cccc(Cc2cnc(NC(=O)C3Cc4ccc(C)cc4C(=O)O3)s2)c1 (centres undefined)
28	Cc1cccc(C(=O)NNC(=S)NC(=O)/C=C/c2ccccc2)c1
29	O=C1C=C(c2ccccc2)C/C1=C\c1ccccc1
30	O=C(O)c1ccc(F)cc1I
Compound | 26 | 27 | 28 | 29 | 30
AID inhibitor | 3% | 3% | 0% | -12% | 5%
UDG counter | -13% | 6% | 5% | 0% | 0%

31	COc1cc2ccccc2cc1C(=O)Nc1cc(-c2nc3ccccc3o2)ccc1C
32	CC(=O)Nc1ccc(NC(=O)c2cc[n+]([O-])cc2)cc1
33	CCCN(CCC)C(=O)Cn1c(=O)n(-c2cccc(C)c2)c(=O)c2c1c1cc(OC)ccc1n2C
34	CC(=O)c1cccc(NC(=O)C(Cc2ccccc2)NS(=O)(=O)c2ccc(Br)s2)c1 (centres undefined)
35	CC(C)CCNC(=O)N1CCN(S(=O)(=O)c2ccc3c(ccn3C)c2)CC1
Compound | 31 | 32 | 33 | 34 | 35
AID inhibitor | 14%[57.5 µM] | 6% | ? | 7% | -19%
UDG counter | 6%[57.5 µM] | 16% | -23% | -20%[57.5 µM] | 3%

36	CCOC(=O)C1C(=O)C=C(c2ccccc2)CC1c1ccc(Br)cc1 (centres undefined)
37	COc1cccc(CNC(=O)C2CCCN(c3nnc(-n4c(C)ccc4C)s3)C2)c1 (centres undefined)
38	CCOC(=O)c1ccccc1NC(=O)CN1CCCN(Cc2cc(C)ccc2C)S1(=O)=O
39	CC(=O)c1c(C)[nH]c(C(=O)C(C)OC(=O)c2ccc(F)c(F)c2)c1C (centres undefined)
40	Cc1nc2ncnn2c(C)c1CCC(=O)Nc1cccc(S(=O)(=O)N2CCCC2)c1
Compound | 36 | 37 | 38 | 39 | 40
AID inhibitor | -21% | -1% | -8% | 6% | 0%
UDG counter | -14% | -20% | -5% | -3% | 0%

41	COc1ccc(-n2c(=O)c3ccc(C(=O)NCc4ccc(C)cc4)cc3n(Cc3ccc(Cl)cc3)c2=O)cc1
42	COc1ccc(C(C)=O)cc1-c1ccccc1
43	CC(C)(C)C(=O)/C=c1/[nH]c(=O)/c(=C/c2cccc3ccccc23)s1
44	O=C(Nc1ccc(F)cc1F)c1ccc(CN2CC(=O)N3CCCCC3C2=O)cc1 (centres undefined)
45	COc1ccc(NC(=O)c2sc3nc4c(cc3c2N)CN(Cc2ccccc2)CC4)cc1
Compound | 41 | 42 | 43 | 44 | 45
AID inhibitor | -2% | -1% | -1% | -3% | 33%
UDG counter | 3% | 4% | -10% | 5% | -24%[57.5 µM]

46	O=C(NCCNC(=O)c1cc2ccccc2[nH]1)C(=O)NC1CC1
47	COc1cccc(C(=O)Nc2ccc(-c3cc(C(F)(F)F)nn3-c3ccccc3)cc2)c1
48	COC(=O)c1cc(OC)c(Br)c(OC)c1
49	Cc1ccc(N(Cc2ccco2)C(=O)CCc2ncc(-c3c(F)cccc3F)o2)cc1
50	O=P(O)(O)C(Cl)(Cl)P(=O)(O)O
Compound | 46 | 47 | 48 | 49 | 50
AID inhibitor | 2% | -13% | -2% | -18% | 6%
UDG counter | 0% | -20% | -6% | 0% | 5%

Some of these compounds in order of length of the SMILES, ascending.
50	O=P(O)(O)C(Cl)(Cl)P(=O)(O)O
46	O=C(NCCNC(=O)c1cc2ccccc2[nH]1)C(=O)NC1CC1
44	O=C(Nc1ccc(F)cc1F)c1ccc(CN2CC(=O)N3CCCCC3C2=O)cc1 (centres undefined)
43	CC(C)(C)C(=O)/C=c1/[nH]c(=O)/c(=C/c2cccc3ccccc23)s1
47	COc1cccc(C(=O)Nc2ccc(-c3cc(C(F)(F)F)nn3-c3ccccc3)cc2)c1
Compound | 50 | 46 | 44 | 43 | 47
AID inhibitor | 6% | 2% | -3% | -1% | -13%
UDG counter | 5% | 0% | 5% | -10% | -20%

The results go on.
51	COC(=O)c1cc(N2CCOCC2)ccc1N
52	O=[N+]([O-])c1cc(Cl)cc2cccnc12
53	O=C(Nc1cccc(C(F)(F)F)c1)N1CC2CCCN2c2ccccc21 (centres undefined)
54	CCOC(=O)c1c(C)[nH]c(C(=O)C(C)OC(=O)Cn2cc(C(F)(F)F)ccc2=O)c1C (centres undefined)
55	COc1ccc(CCNC(=O)C2(c3cccs3)CCOCC2)cc1OC
Compound | 51 | 52 | 53 | 54 | 55
AID inhibitor | 3% | 39%[activator] | -13% | 3% | -7%
UDG counter | -5% | -18% | 3% | 1% | -29%

56	CCN(CC)CCNc1nc2c(c(=O)[nH]c(=O)n2C)n1Cc1ccc(Cl)cc1
57	CC(C)=CC1C(C(=O)NCc2ccccc2OC(F)F)C1(C)C (centres undefined)
58	N#C/C(=C/c1ccsc1)c1ccc(C(F)(F)F)cn1
59	CCc1ccc(N(Cc2cccs2)C(=O)c2ccccc2C)cc1
60	CC(NC(=O)OCc1ccccc1)C(=O)NCC1CC1 (centres undefined)
Compound | 56 | 57 | 58 | 59 | 60
AID inhibitor | -5% | -2% | -1% | -19% | 5%
UDG counter | 10% | 0% | -4% | 1% | 0%

61	Cc1ccc(-c2noc(-c3nnn(CC(=O)Nc4ccc(C)c(Cl)c4)c3N)n2)cc1
62	CCOCCCNC(=O)c1cc(C2CC2)nc2ccccc12
63	S=C(NCc1ccc(Cl)cc1)NCc1ccc(Cl)c(Cl)c1
64	COc1ccc2oc(=O)c(C(=O)N3CCN(c4ccc(C)cc4)CC3)cc2c1
65	O=S(CCc1ccncc1)Cc1ccc2c3c(cccc13)CC2 (centres undefined)
Compound | 61 | 62 | 63 | 64 | 65
AID inhibitor | 0% | 2% | -9% | 16% | 42%[activator]
UDG counter | -1% | 8% | -2% | 0% | -8%

66	COc1ccc(CCNC(=O)Cn2cc(S(=O)(=O)Cc3ccc(F)cc3)c3ccccc32)cc1OC
67	Nc1cccc2c(N)cccc12
68	Cc1ccccc1-c1noc(-c2ccccc2C(=O)NCC2CCCO2)n1 (centres undefined)
69	O=C(O)CCNC(=O)c1cc(-c2ccccc2)nc2ccccc12
70	Cc1nn(-c2ccc(N3CCCC3)nn2)c(C)c1CCC(=O)N1CCN(c2ccccc2)CC1
Compound | 66 | 67 | 68 | 69 | 70
AID inhibitor | 76%[activator] | 41%[activator] | -2% | 1% | 15%
UDG counter | 10% | -8% | 3% | 1% | 2%[57.5 µM]

71	Cc1cc2nc(/C(C#N)=C/c3cccc(C(F)(F)F)c3)[nH]c2cc1C
72	COc1ccccc1NC(=O)c1c(NC(=O)COc2ccccc2)sc2c1CCCCC2
73	O=S(=O)(c1cccc(Cl)c1)c1nnn2c1nc(NCc1ccc3c(c1)OCO3)c1sccc12
74	CCCC(=O)Nc1ccc(S(=O)(=O)NCCn2nc(-c3ccccc3)ccc2=O)cc1
75	CCn1c(=O)c2sccc2n2c(CCC(=O)Nc3ccc(F)cc3)nnc12
Compound | 71 | 72 | 73 | 74 | 75
AID inhibitor | -8% | 14% | ? | -2% | 12%
UDG counter | -10% | -1% | -7% | 4% | -1%

76	Cc1ccccc1C(=O)Nc1cccc(OCc2cc(=O)n3c4c(sc3n2)CCCC4)c1
77	O=C(O)CCn1cc(C(C(=O)O)N2CCN(Cc3ccccc3)CC2)c2ccc(F)cc21 (centres undefined)
78	Cc1ccccc1NC(=O)Cn1c(=O)n(Cc2ccccc2)c(=O)c2c(C)c(C)sc21
79	CCN(CC)C(=O)Oc1ccc2c(C)c(-c3ccc(OC)cc3)c(=O)oc2c1
80	Cc1ccc(-n2nc3c(=O)n(CCCC(=O)NCc4ccccc4C)nc(C)c3c2C)cc1
Compound | 76 | 77 | 78 | 79 | 80
AID inhibitor | 8% | 5% | 4% | -16% | -3%
UDG counter | 0% | -4% | -11% | 0% | 0%

Entries by screen from the list:
AID inhibitor, entries 5 to 10, in order: -15%, -22%, 16%, 9%, -4%, 3%
UDG counter, entries 5 to 10, in order: 2%, 9%, 5%, -1%, 11%, -3%

Carrying on.
81	O=C(O)c1ccc(-c2ccc(Cl)cc2)s1
82	N#Cc1ccc(-c2csc(NC(=O)c3ccc(S(=O)(=O)N4CCCCCC4)cc3)n2)cc1
83	Clc1cccc(CSc2nc(NCCc3ccccc3)c3ccccc3n2)c1
84	O=C(NN=C(c1ccccc1)c1ccccc1)c1ccc[n+]([O-])c1
85	Fc1ccc(CNC(=S)NCc2ccccc2Br)cc1
Compound | 81 | 82 | 83 | 84 | 85
AID inhibitor | -8% | -4% | -27% | -4% | -20%
UDG counter | -5% | -12% | -3%[57.5 µM] | 0% | -8%

Whole records from above. Order of values: AID inhibitor | UDG counter
Listed for O=C(NN=C(c1ccccc1)c1ccccc1)c1ccc[n+]([O-])c1 → -4% | 0%
Listed for Clc1cccc(CSc2nc(NCCc3ccccc3)c3ccccc3n2)c1 → -27% | -3%[57.5 µM]
Listed for O=C(O)c1ccc(-c2ccc(Cl)cc2)s1 → -8% | -5%
Listed for N#Cc1ccc(-c2csc(NC(=O)c3ccc(S(=O)(=O)N4CCCCCC4)cc3)n2)cc1 → -4% | -12%

(continued)
86	O=S(=O)(NCC(c1ccco1)N1CCOCC1)c1ccc(Cl)cc1 (centres undefined)
87	CCN1CCN(CCNC(=O)c2ccc3nc(-c4ccccc4)c(-c4ccccc4)nc3c2)CC1
88	COc1cccc(NC(=O)Cn2c(=O)n(-c3ccc(CC(=O)NCC4CCCO4)cc3)c(=O)c3ccccc32)c1 (centres undefined)
89	COc1ccc(NC(=O)CCNS(=O)(=O)c2cccc3nsnc23)cc1OC
90	COc1ccc(NC(=O)/C(C#N)=C/c2c[nH]c3ccccc23)c(OC)c1
91	COCCNC(=O)C1CCN(c2nc3ccccc3nc2C(F)(F)F)CC1
92	CC1CCN(C(=O)c2cc(-c3ccc(Cl)cc3)on2)CC1
Compound | 86 | 87 | 88 | 89 | 90 | 91 | 92
AID inhibitor | 4% | 0% | 2% | 28% | 0% | -3% | 0%
UDG counter | ? | -6% | -9% | 1% | 4% | 8% | -28%
